From PubChem
Rab9 promoter act – qHTS Assay for Rab9 Promoter Activators. Huh7 Rab9 promoter-luciferase reporter, luminescence, 24 h. Potency, µM (series often up to 9.22 µM), inactives show at the top dose activation, negative = inhibition, most hits filed as activators. 2.8% of 320,000 active; further: potency means the concentration at half of the fitted maximal effect; % of control where 0% means no effect; nearly all actives have a fitted effect of over 60% in size
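Stable Rab9-luc Huh7, 1500 cells/well, 2 h settle; cmpd in DMSO, 24 h, 37 °C/5% CO2; luciferase reagent 10 min RT; luminescence.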
NPC1 promoter act – qHTS Assay for NPC1 Promoter Activators. 2.4% of 320,000 active. Huh7 NPC1 promoter luciferase reporter, 24 h. Potency, µM (titrated, usually from 9.22 µM), without a hit: at the top dose activation, actives largely listed as activators. AID 485313, 2010;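 further: potency means the concentration at half of the fitted maximal effect; % of control where 0% means no effect; nearly all actives have a fitted effect of over 60% in size; reporter is driven by a mutant NPC1 promoter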
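Luminescence from an NPC1 promoter-driven luciferase reporter in stably transfected Huh7 cells was measured after 24 h compound treatment at 37 °C, followed by 10 min ambient incubation with luciferase detection reagent.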
FLuc modulator – qHTS profiling assay for firefly luciferase inhibitor/activator using purifed enzyme and Km concentrations of substrates (counterscreen for miR-21 project); Luciferin 4-monooxygenase (Photinus pyralis), P08659; purified FLuc, Km substrates, luminescence inhibition; Potency, µM (doses to about 57.5 µM), for inactives: at the highest dose activity change, negative = inhibition, usual class: inhibitors; 6.9% of 360,000 active; AID 588342, 2011;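 further: potency means the concentration at half of the fitted maximal effect; plate controls were vehicle for no effect and reference inhibitor for full effect; nearly all actives have a fitted effect of over 55% in size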
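Purified P. pyralis luciferase, 10 nM final, with Km-level 10 uM D-luciferin and 10 uM ATP in 50 mM Tris acetate pH 7.5, 10 mM Mg acetate, 0.01% Tween-20, 0.05% BSA; 6-point qHTS titration about 60 µM downward; luminescence read.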
Menin MLL FP TR – qHTS Assay for Inhibitors Targeting the Menin-MLL Interaction in MLL Related Leukemias: Competition With Texas Red Labeled MLL-derived Mutant Peptide. Potency, µM (highest dose often 61.6 µM), inactives show at the highest dose FP activity change, negative = inhibition, usual class: inhibitors. AID 1768, 2009. 0.23% of 270,000 active. Menin + Texas Red MLL mutant peptide, fluorescence polarization; active means well fitted inhibition curve with a large enough effect in the polarisation, with a control signal flat, not every such curve was filed as active; inconclusive means small, poorly fitted or top-dose-only effect, or effect the other way, or a change in a side signal; inactive means no such curve, though single readings can be large or run the other way; the % refers to the polarisation; further: potency means the concentration at half of the fitted maximal effect; % of control where 0% means no effect; many of its hits are not listed in these tables
Target sequence (O00255 whole entry, looked up): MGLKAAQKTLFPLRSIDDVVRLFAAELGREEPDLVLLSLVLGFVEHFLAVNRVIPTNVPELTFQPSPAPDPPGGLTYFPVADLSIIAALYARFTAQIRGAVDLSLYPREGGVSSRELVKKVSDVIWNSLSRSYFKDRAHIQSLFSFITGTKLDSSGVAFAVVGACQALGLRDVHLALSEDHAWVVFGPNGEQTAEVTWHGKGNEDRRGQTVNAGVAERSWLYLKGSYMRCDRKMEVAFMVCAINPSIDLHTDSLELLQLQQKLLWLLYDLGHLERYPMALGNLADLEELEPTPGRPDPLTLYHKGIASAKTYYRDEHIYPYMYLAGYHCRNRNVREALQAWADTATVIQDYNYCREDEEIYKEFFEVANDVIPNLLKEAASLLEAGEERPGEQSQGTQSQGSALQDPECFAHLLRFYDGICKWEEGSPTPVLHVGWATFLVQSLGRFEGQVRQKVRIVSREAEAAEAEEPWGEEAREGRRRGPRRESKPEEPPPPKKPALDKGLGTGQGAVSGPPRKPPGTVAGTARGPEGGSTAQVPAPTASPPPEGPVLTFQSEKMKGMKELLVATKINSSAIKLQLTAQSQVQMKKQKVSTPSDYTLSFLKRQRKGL
ELG1 genotox – qHTS screen for small molecules that induce genotoxicity in human embryonic kidney (HEK293T) cells expressing luciferase-tagged ELG1; 1.3% of 330,000 active; HEK293T ELG1-luciferase reporter, luminescence, 16 h; Potency, µM (doses to about 46 µM), inactives show at the top dose activity change, positive = activation, usual class: activators; further: potency means the concentration at half of the fitted maximal effect; % of control where 0% means no effect; nearly all actives have a fitted effect of over 60% in size
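Genotoxicity was scored as increased ELG1-luciferase reporter signal, measured by ONE-Glo luminescence (30 min, room temperature). Compound or vehicle exposure of the HEK293T reporter cells lasted 16 hr at 37°C.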
RORg inh – qHTS for inhibitors of ROR gamma transcriptional activity | Drosophila S2 Gal4-RORgamma UAS-luciferase reporter, 20 h | Potency, µM (doses to about 53.6 µM), inactives show at the top dose activity change, negative = inhibition, most hits filed as inhibitors | Nuclear receptor ROR-gamma (Mus musculus), P51450 | 5.4% of 310,000 active; further: potency means the concentration at half of the fitted maximal effect; on the % scale 0 is the no-effect control and ±100 the full control effect; nearly all actives have a fitted effect of over 60% in size
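Drosophila Schneider cells stably carrying a metallothionein-driven Gal4 DBD–ROR gamma fusion and a UAS-Photinus luciferase reporter were exposed to compound for 1 hr, then induced with copper sulfate (700 uM final) for 20 hr at ambient temperature before luminescence reading.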
p53 reactivator – qHTS assay for re-activators of p53 using a Luc reporter. H1299 p53-A138V BP100-luciferase reporter, luminescence, 24 h. AID 504706, 2011. Potency, µM (titrated, usually from 92.2 µM), for inactives: top-dose activity change, positive = activation, most hits filed as activators. 0.063% of 320,000 active; further: potency means the concentration at half of the fitted maximal effect; % of control where 0% means no effect; nearly all actives have a fitted effect of over 45% in size
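p53-null H1299 cells stably carrying temperature-sensitive p53-A138V and a BP100-luciferase reporter were pinned with compounds (4-point, 1:5 series) and held 24 hrs at 37 deg C. Luminescence was read 10 min after detection reagent.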
Gal4-VP16 FLuc – VP16 counterscreen qHTS for inhibitors of ROR gamma transcriptional activity; Drosophila S2 Gal4-VP16 UAS-luciferase, luminescence, 20 h; Potency, µM (doses to about 53.6 µM), for inactives: at the highest dose activity, negative = inhibition, most hits filed as inhibitors; 3.5% of 310,000 active; AID 2546, 2010;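 further: Gal4-VP16 expression switched on by copper sulfate through the metallothionein promoter; potency means the concentration at half of the fitted maximal effect; on the % scale 0 is the no-effect control and ±100 the full control effect; nearly all actives have a fitted effect of over 50% in size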
BRCA1 expr act – qHTS Assay to Identify Small Molecule Activators of BRCA1 Expression. MCF7-BRCA1-FFLuc reporter, luminescence, 48 h; response scale: scaled: vehicle 0%, 10 µM genistein 100%. Potency, µM (titrated, usually from 46.1 µM), for the others: top-dose activation, hits mostly activators. 1.1% of 380,000 active. AID 624202, 2012; further: potency means the concentration at half of the fitted maximal effect; nearly all actives have a fitted effect of over 80% in size; some results filed as inactive show a strong effect at the top dose
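Cells: MCF7-BRCA1-FFLuc, 2000/well. Exposure: 48 h, 37 °C, 5% CO2. Read: luminescence, 15 min post-substrate. Controls: genistein 10 microM (maximal activation), DMSO (neutral).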
PKM2 act – qHTS Assay for Activators of Human Muscle isoform 2 Pyruvate Kinase; Potency, µM (doses to about 57.5 µM), for the others: at the top dose activation, hits mostly activators; purified PKM2, Kinase-Glo ATP luminescence, activation; response scale: 0% is enzyme alone, no compound; Pyruvate kinase PKM (Homo sapiens), P14618; 0.34% of 260,000 active; further: potency means the concentration at half of the fitted maximal effect; on the % scale 0 is the no-effect control and ±100 the full control effect; nearly all actives have a fitted effect of over 55% in size
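Kinase-Glo luminescence reports ATP generated from ADP (0.1 mM) and PEP (0.5 mM) by purified hPK-M2 after 1 h at room temperature, pH 7.2 imidazole buffer; intermediate enzyme activity allows detecting inhibitors and activators.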
Giardia kill – Small Molecules that selectively kill Giardia lamblia: qHTS. activity change, % at 7.66 µM, hits read low. 0.15% of 340,000 active. AID 540267, 2011. Giardia lamblia trophozoite viability; in the data active means activity change below about -80%; inconclusive means between about -30% and that limit;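 further: parasites exposed to compound for two days anaerobically before the ATP read; on the % scale 0 is the no-effect control and ±100 the full control effect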
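Compounds were tested on trophozoites seeded at 100 cells/well and held 48 hrs at 37 deg C anaerobically. An ATP-based luminescent kit measured the remaining live cells.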
Starred values were filed as active, the others as inactive; ? = inconclusive; . = not tested or not shown; & = joins results of further samples; [ ] = remark or other dose. Unless noted, the call rests on the fitted dose curve; in most records, active means well fitted curve in the direction sought with a large enough effect; inconclusive means small, poorly fitted or top-dose-only effect, or another doubt; inactive means no such curve, though single readings can be large; an effect the other way counts as inactive or inconclusive. The list is partial; the hit share may differ from the screen's.

SMILES	Rab9 promoter act	NPC1 promoter act	FLuc modulator	Menin MLL FP TR	ELG1 genotox	RORg inh	p53 reactivator	Gal4-VP16 FLuc	BRCA1 expr act	PKM2 act	Giardia kill
CC(=O)c1cccc(NC(=O)NC(C)c2ccncc2)c1 (stereo not drawn)	0.8%	2.8%	5.8%	6.5%	2.7%	26.0%	-3.9%	-0.4%	4.5%	2.3%	-3.5
CCOC(=O)CNC(=O)CSc1nc(N(C)C)nc(N2CCOCC2)n1	1.1%	21.5%	0.2%	-8.5%	3.0%	2.2%	6.7%	1.4%	2.4%	3.7%	3.7
Cn1c(=O)[nH]c(=O)c2c1nc1n2CCCN1Cc1ccccc1	-3.2%	-1.4%	-3.3%	.	2.7%	2.5%	-4.6%	-4.2%	-20.6%	7.7%	-16.8
O=C(Cc1ccccc1)Nc1ccc2oc(-c3ccncc3)nc2c1	18.1%	8.1%	-8.2%	-22.6%	1.5%	0.2%	-2.3%	0.1%	24.1%	-15.1%	-1.3
O=C(COc1ccc(S(=O)(=O)Nc2ccccc2)cc1)NCc1ccccn1	-5.5%	1.4%	-1.9%	.	7.2%	25.7%	-5.2%	-7.5%	-2.7%	?	11.9
Cc1cc(OC(F)F)ccc1NC(=O)Nc1ccc([N+](=O)[O-])cc1	-6.7%	-3.1%	-0.9%	?	-1.3%	-92.2%	-8.0%	?	-86.7%[inhibitor]	4.6%	-17.3
COc1ccc(C)cc1NC(=O)CCNS(=O)(=O)c1cccc(C(F)(F)F)c1	0.2%	1.2%	2.3%	12.4%	-0.8%	22.4%	-4.9%	-0.5%	-1.0%	-2.4%	-13.5
CCN(CC)S(=O)(=O)c1cc(C(=O)OCC(=O)Nc2ccc(-c3nc4ccc(C)cc4s3)cc2)ccc1F	0.316µM*	0.398µM*	5.36µM*	2.9%	10.3µM*	12.6µM*	?	8.91µM*	-75.1%[inhibitor]	6.7%	-15.8
Cc1ccc(C(C(=O)NC2CCCCC2)N2CCCC2)cc1 (stereo not drawn)	7.1%	19.3%	-1.6%	-22.3%	10.8%	-9.0%	-4.9%	4.3%[0.365 µM]	-10.4%	-20.7%	-16.2
O=C(NCCSCc1c(F)cccc1Cl)Nc1ccccc1	9.0%	17.7%	16.9µM*	26.0%	3.5%	39.6%	-1.6%	27.0%	?	.	-9.3
COc1ccc(/C=C/C(=O)c2cc3cccc(OC)c3oc2=O)cc1	-39.0%[inhibitor]	7.4%	?	16.2%	-16.9%	29.5%	6.2%	-4.2%	-19.4%	29.2%	-24.3
c1ccc(-n2ncc3c2ncn2nc(-c4ccco4)nc32)cc1	1.12µM*	3.16µM*	0.849µM*	?	1.64µM*	?	?	?	?	-4.8%	-24.4
Nc1[nH]n(-c2ccccc2)c(=O)c1N=Nc1ccccc1	3.55µM*	2.51µM*	5.36µM*	.	20.6µM*	3.8%	?	-7.4%	?	3.6%	-12.9
CC(C)OCCCN1CC(=O)N2C(c3cccc([N+](=O)[O-])c3)c3[nH]c4ccccc4c3C[C@H]2C1=O (stereo partly drawn)	-2.0%	2.4%	-2.6%	?	-8.5%	15.2%	0.9%	-3.6%	1.6%	.	5.3
CCCCC(=O)N1C/C=C\C(c2ccc(OC)cc2)N(Cc2ccc(F)cc2)C(=O)[C@H]1Cc1ccccc1 (stereo partly drawn)	-2.9%	-5.8%	3.7%	.	-2.8%	?	1.8%	?	-43.8%	7.5%	26.7

Part of the list above, reduced to FLuc modulator, RORg inh and Gal4-VP16 FLuc.
smiles,FLuc modulator,RORg inh,Gal4-VP16 FLuc
O=C(Cc1ccccc1)Nc1ccc2oc(-c3ccncc3)nc2c1,-8.2%,0.2%,0.1%
COc1ccc(C)cc1NC(=O)CCNS(=O)(=O)c1cccc(C(F)(F)F)c1,2.3%,22.4%,-0.5%

Printed as active in RORg inh (from the list above):
Compound	Rab9 promoter act	NPC1 promoter act	Menin MLL FP TR	RORg inh	p53 reactivator	BRCA1 expr act	PKM2 act
CCN(CC)S(=O)(=O)c1cc(C(=O)OCC(=O)Nc2ccc(-c3nc4ccc(C)cc4s3)cc2)ccc1F	0.316µM*	0.398µM*	2.9%	12.6µM*	?	-75.1%[inhibitor]	6.7%

Next part:
SMILES	Rab9 promoter act	NPC1 promoter act	FLuc modulator	Menin MLL FP TR	ELG1 genotox	RORg inh	p53 reactivator	Gal4-VP16 FLuc	BRCA1 expr act	PKM2 act	Giardia kill
CCn1c(SCC(=O)NC2CC2)nnc1-c1ccc(OC)cc1	-2.0%	0.0%	1.6%	.	14.6%	-9.5%	15.3%	-2.5%	4.1%	-6.6%	-7.4
CC1CCCCN1C(=O)CN(C)S(=O)(=O)c1cccc2nsnc12 (stereo not drawn)	-1.8%	-6.1%	1.5%	.	-6.4%	-19.7%	-2.0%	5.7%	19.8%	.	-1.2
O=C(NCc1ccccc1)c1nc[nH]c1C(=O)N1CCN(c2ccccc2)CC1	1.1%	0.6%	1.8%	.	2.1%	.	-3.8%	.	-11.3%	.	22.4
c1ccc(-c2cn3c(n2)CCC3)cc1	0.3%	0.2%	-5.4%	0.1%	15.6%	31.5%	5.9%	3.8%	42.5%	6.6%	-4.6
Cc1cccc(N2CCN(S(=O)(=O)c3c(C)nc4scc(C)n4c3=O)CC2C)c1 (stereo not drawn)	-2.7%	-6.4%	-2.3%&-7.4%	4.1%	-0.5%	-2.1%	-4.6%	3.1%	-22.5%	15.4%	-4.7
Cc1ccc(-c2cc(Cc3ccc(F)cc3)c(=O)[nH]n2)cc1	-1.7%	-0.5%	-10.0%	.	0.0%	9.4%	-1.7%	18.3%	-15.5%	0.3%	-14.9
O=C(Nc1ccncc1)c1cc(F)cc(F)c1	5.5%	-1.3%	-1.5%	-5.6%	-2.3%	?	-7.6%	25.1µM*	-40.5%	11.6%	-6.1
CCC(=O)Nc1sc2c(c1C#N)CCCCC2	?	28.3%	-2.0%[2.3 µM]	-20.8%	12.1%	?	17.9%	12.5%	?	-4.3%	-12.4
COCCNC(=O)c1ccccc1NC(=O)c1cc(OC)cc(OC)c1	1.2%	-4.5%	-13.9%	1.4%	-7.0%	23.0%	-0.6%	-7.3%	-7.6%	-3.0%	-13.9
Cc1cc(=O)[nH]c(Nc2ccccc2C)n1	-2.4%	-4.8%	-1.0%	?	-1.2%	-0.8%	-1.2%	-6.8%	-16.7%	.	8.8
CCOCCCN(C(=O)CNC(=O)c1ccco1)C(C(=O)NC1CCCC1)c1cccc(OC)c1 (stereo not drawn)	3.6%	4.7%	-0.9%	?	0.9%	-13.0%	0.3%	12.3%	-7.0%	-12.0%	2.5
Cc1nc(Cl)sc1C(=O)Nc1cccc2ccccc12	-10.0%	-0.9%	-15.5%	1.5%	1.6%	36.7%	-8.2%	-2.5%	-20.3%	2.7%	-5.6
CCOC(=O)C1=C(c2ccccc2)NC(=O)NC1c1cc(OC)c(OC)c(OC)c1 (stereo not drawn)	-3.1%	0.8%	.	.	1.6%	.	-5.3%	.	-2.7%	.	-10.0
CNC(=O)COC(=O)Cc1ccc(Cl)cc1	-0.7%	-3.2%	-17.8%	0.3%	5.2%	0.9%	1.1%	-11.3%	-11.8%	1.4%	-1.7
COc1ccc(OC)c(NC(=O)Cn2c(=O)n(CC(=O)NCc3ccco3)c(=O)c3ccccc32)c1	6.0%	1.4%	-0.2%	-2.7%	-2.3%	0.4%	-2.8%	10.2%	2.8%	-2.6%	-6.6
ON=Cc1cccn1-c1ccccc1	4.2%	-1.2%	0.8%	2.9%	0.8%	-0.1%	11.6%	-3.0%	14.7%	1.2%	-5.2
OCC1(CCc2ccccc2)CCCN(CCCc2ccccc2)C1 (stereo not drawn)	0.3%	2.9%	1.0%	-13.8%	-1.7%	-15.3%	.	0.0%	-0.2%	-1.7%	-2.9
